# Source: PubChem (several laboratories)
# BAP1 block: inhibitors of BAP1 deubiquitinase, primary screen, biochemical, Ub-AMC fluorescence, kinetic | activity remaining (% of control), % at 20 µM | Ubiquitin carboxyl-terminal hydrolase BAP1 (Homo sapiens), Q92560 | AID 436, 2006 | 72,000 tested, 0.48% active | recombinant BAP1, Ub-AMC hydrolysis fluorescence kinetic; stronger effect = lower value;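 active = activity remaining at or below 50% of control, provided the compound also passes the data quality filters; inactive = the rest, including low values that fail the filters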;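 also: 100% = DMSO wells rate and 0% = substrate alone blank rate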
# Target sequence (Q92560 whole entry, looked up): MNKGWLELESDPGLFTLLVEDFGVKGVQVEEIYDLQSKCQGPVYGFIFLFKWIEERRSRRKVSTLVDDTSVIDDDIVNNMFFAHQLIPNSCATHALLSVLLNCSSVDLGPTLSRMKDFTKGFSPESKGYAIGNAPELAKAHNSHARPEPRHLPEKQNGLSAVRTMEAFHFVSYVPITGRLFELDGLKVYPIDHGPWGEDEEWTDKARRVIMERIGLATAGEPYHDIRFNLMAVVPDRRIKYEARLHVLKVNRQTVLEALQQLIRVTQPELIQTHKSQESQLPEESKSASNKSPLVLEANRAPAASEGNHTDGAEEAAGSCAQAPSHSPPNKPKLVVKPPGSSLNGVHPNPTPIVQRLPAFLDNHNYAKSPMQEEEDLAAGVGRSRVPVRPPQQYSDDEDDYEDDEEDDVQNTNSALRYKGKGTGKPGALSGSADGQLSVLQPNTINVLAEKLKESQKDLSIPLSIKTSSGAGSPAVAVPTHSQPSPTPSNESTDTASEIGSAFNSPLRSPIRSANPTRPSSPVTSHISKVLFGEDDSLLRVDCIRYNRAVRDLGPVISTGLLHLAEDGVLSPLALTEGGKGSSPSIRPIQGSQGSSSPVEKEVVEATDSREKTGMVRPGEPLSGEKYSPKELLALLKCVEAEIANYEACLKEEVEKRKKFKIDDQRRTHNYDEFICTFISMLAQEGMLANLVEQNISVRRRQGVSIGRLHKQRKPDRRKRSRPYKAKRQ
# HePTP inh: inhibitors of human HePTP phosphatase, primary screen, biochemical, absorbance, leukemia target. Tyrosine-protein phosphatase non-receptor type 7 (Homo sapiens), P35236. recombinant HePTP phosphatase activity, OD absorbance. inhibition, % at 20 µM. 110,000 tested, 0.64% active; in the data active = inhibition above about 50%;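 also: plate controls were vehicle for no effect and reference inhibitor for full effect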
# Target sequence (P35236 whole entry, looked up): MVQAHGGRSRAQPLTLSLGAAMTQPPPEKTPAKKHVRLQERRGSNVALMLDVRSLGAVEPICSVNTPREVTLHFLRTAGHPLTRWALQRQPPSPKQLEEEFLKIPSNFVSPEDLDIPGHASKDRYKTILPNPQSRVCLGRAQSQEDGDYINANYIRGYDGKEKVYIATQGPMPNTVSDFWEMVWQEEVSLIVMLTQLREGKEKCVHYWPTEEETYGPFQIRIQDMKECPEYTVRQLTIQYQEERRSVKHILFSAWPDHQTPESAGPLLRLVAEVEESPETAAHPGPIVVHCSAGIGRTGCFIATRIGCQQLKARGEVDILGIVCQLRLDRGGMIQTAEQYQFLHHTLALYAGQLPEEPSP
# * = called active by the depositor; nt = not tested or not shown; & = joins results of further samples.
# Values run as follows: BAP1 block	HePTP inh
Cc1cc(-c2ccccc2)n(C(N)=S)n1
 : nt	15
COC(=O)c1sc(=S)n(-c2ccccc2)c1N
 : 55	0
O=c1cc(CSc2nnnn2-c2ccccc2)[nH]c2[nH]n(-c3ccccc3)c(=O)c12
 : 117	8
CSC(N)=NC(=NS(=O)(=O)c1ccccc1)c1ccccc1
 : nt	7
Cc1[nH]n(-c2ccccc2)c(=O)c1C(=O)C(F)(F)F
 : nt	3
CCCCCSc1nc2c(cnn2-c2ccccc2)c(=O)[nH]1
 : 45*	-6
COc1ccc(OC(=O)c2ccc(OC)c(S(=O)(=O)N3CCOCC3)c2)cc1
 : nt	0
Brc1ccc(-c2nc(-c3ccncc3)no2)o1
 : 108	6
COc1cccc2sc(=NC(=O)c3cccc(Cl)c3)n(C)c12
 : 165	nt
Cc1cccnc1NC(=O)COc1ccc(Cl)cc1Cl
 : nt	-3
Oc1oc(-c2ccccc2)nc1C=Nc1ccc(Cl)c(Cl)c1
 : nt	4
CC(=O)Nc1ccc(S(=O)(=O)Nc2c(C)cc(C)cc2C)cc1
 : nt	6
CCOC(=O)c1c(C)n(-c2ccccc2)c2ccc(OC(=O)c3ccco3)cc12
 : 97	nt
CC1=C(C(=O)Nc2ccccc2)C(c2ccncc2)C(C#N)=C(SCC(N)=O)N1 (configuration not stated)
 : nt	-13
CCOC(=O)C1(C)NC(c2ccc(N(C)C)cc2)C2C(=O)N(CC)C(=O)C21 (configuration not stated)
 : 95	0
O=C(c1ccccc1)N1CCCC(c2nc3c(nnn3Cc3ccccc3)c(=O)[nH]2)C1 (configuration not stated)
 : 103	-7
O=S(CC(O)COc1ccc(Cl)cc1)c1ccccn1 (configuration not stated)
 : nt	-6
CCOC(=O)c1ccc(NC(=O)CN(c2ccc(OCC)cc2)S(=O)(=O)c2ccc(SC)cc2)cc1
 : nt	10
O=C(N/N=C/c1cc(Cl)cc([N+](=O)[O-])c1O)c1ccc2c(c1)OCO2
 : nt	103*
COc1ccc(/C(O)=C2\C(=O)C(=O)N(CCc3ccccc3)C2c2ccc(F)cc2)cc1 (configuration not stated)
 : nt	-2
CSCCC(NS(=O)(=O)c1ccc2c(c1)oc(=O)n2C)C(=O)NC1CCCCC1 (configuration not stated)
 : 100	6
Cn1c(=O)cc(OCCCC(=O)Nc2ccccn2)c2ccccc21
 : 128	5
COc1ccccc1OCC(=O)OCC(=O)NCCN1C(=O)CSC1=O
 : 120	10
COCCn1c(SCC(=O)Nc2cccc(C)c2)nnc1C(C)C
 : 100	6
CCC(=O)N(Cc1ccco1)c1nc(-c2ccccc2)cs1
 : 80	2
CCn1c(Sc2ccc(N)cc2Cl)nc2ccccc21
 : 97	5
CCCCNC(=O)C(NS(=O)(=O)c1cccc2nsnc12)c1ccccc1 (configuration not stated)
 : 100	8
CCN(c1cccc(C)c1)S(=O)(=O)c1ccc2c(c1)CCN2C(C)=O
 : 94	-6
CC(=O)Oc1c(Br)cc(N(C(C)=O)S(=O)(=O)c2ccc(Cl)cc2)c2ccccc12
 : 55	nt
O=C(c1cnc2ccccn2c1=O)N1CCc2ccccc21
 : 110	-4

# New compounds follow
# Values run as follows: BAP1 block	HePTP inh
CC(Sc1cccc2cccc(C(=O)O)c12)C(=O)O (configuration not stated)
 : 80	1
COC(=O)CCC(=O)NNc1ccc([N+](=O)[O-])cc1
 : nt	60*
CC(C)c1nc(NCCN2CCOCC2)c(C#N)c2c1COC(C)(C)C2
 : nt	1
Cc1ccc(-c2nn3c(=O)cc(N4CCN(c5ccc(C(F)(F)F)cc5[N+](=O)[O-])CC4)nc3s2)cc1
 : nt	0
O=NC1=C(c2c(O)[nH]c3ccccc23)CCCC1
 : 99	1
CC(C)c1ccc(CNc2cc(N3CCN(C(=O)c4ccccc4F)CC3)ccc2[N+](=O)[O-])cc1
 : nt	-10
CCOC(=O)N1CCN(c2cc(N3CCCCC3)c(F)cc2[N+](=O)[O-])CC1
 : nt	3
O=c1[nH]c(=O)n(-c2ccccc2Cl)c(O)c1C=NCc1ccccc1F
 : nt	-16
CCOc1ccc(OCC)c(NC(=O)CSc2nnc(-c3cccnc3)o2)c1
 : 72	3
O=C(Nc1ccccc1)Nc1nnc(Cc2ccc(Cl)c(Cl)c2)s1
 : nt	9
CC1CCc2cc(F)cc3c(O)c(C(=O)NCc4ccco4)c(=O)n1c23 (configuration not stated)
 : nt	-2
O=C(CCNS(=O)(=O)c1cccc2nsnc12)Nc1ccc2c(c1)OCCO2
 : 94	7
CSc1nc(C)cc(OCCNS(=O)(=O)c2cc(C)ccc2C)n1
 : 62	7
Cn1c(=O)[nH]c(=O)c2c1nc(NCc1ccccc1)n2CC(O)c1ccccc1 (configuration not stated)
 : 108	4
Cc1ccc(N2CC(C(=O)Oc3cccc(N4C(=O)CCC4=O)c3)CC2=O)cc1 (configuration not stated)
 : 94	2
COC(=O)CNC(=O)CN(c1ccc(C)cc1C)S(=O)(=O)c1ccccc1
 : nt	9
O=C(Nc1ccc(S(=O)(=O)Nc2ccc(Cl)cc2)cc1)C1CCCO1 (configuration not stated)
 : 110	9
Cc1ccc(N=c2oc3cc(O)ccc3cc2C(N)=O)cc1
 : nt	4
COc1ccc(-c2nc(S(=O)(=O)c3ccc(C)cc3)c(N3CCCC3)o2)cc1
 : 66	5
C=CCn1c(-c2ccccc2)c(NC(=O)c2ccccc2)sc1=Nc1cccc(Cl)c1
 : nt	2
Cn1c(SCc2ccccc2)nnc1-c1ccncc1
 : 105	9
COc1ccc(C2NC(=O)CS2)cc1OC (configuration not stated)
 : 115	5
CCc1nc(N)c(C#N)c(-c2ccccc2OC)c1C
 : nt	3
O=C1c2ccccc2C(=O)N1c1ccc2nc(SCc3ccc(F)cc3)sc2c1
 : nt	-5
CC(C)(C)c1ccc(SCC(N)=O)cc1
 : 100	6
CCOC(=O)CSc1nnc(CNc2ccc(Cl)cc2)n1-c1ccccc1
 : 90	9
Cc1ccc(CN(CC(=O)NCCc2ccccc2)C(=O)CCCC(=O)Nc2cc(C)on2)cc1
 : 84	-7
COc1ccc(-c2coc3cc(O)cc(O)c3c2=O)cc1
 : nt	9
CCCCN1Cc2cc(C(=O)c3cc(F)ccc3O)cnc2NC1=O
 : 152	8
CCc1cc2ccc(C)cc2nc1SCC(=O)N1CCN(C(=O)c2ccco2)CC1
 : 103	14

# Next records follow.
# Values run as follows: BAP1 block	HePTP inh
COc1ccc(NC(=O)CN(c2ccc(C(C)C)cc2)S(=O)(=O)c2ccccc2)cc1OC
 : nt	6
CCCCN1C2CCCC1CC(NC(=O)c1ccc(OC)c(OC)c1)C2 (configuration not stated)
 : 107	4
O=C(CSc1ncc(-c2ccc(F)cc2)[nH]1)Nc1cccc(O)c1
 : 100	4
CCCNC(=O)C1CC(=O)N(c2ccc(Br)cc2)C1 (configuration not stated)
 : nt	-2
Cn1ccnc1SCc1cc(=O)[nH]c2ccccc12
 : 84	-3
COc1ccccc1N1CCN(S(=O)(=O)c2ccc(Cl)s2)CC1
 : 104	5
CCOC(=O)c1sc(NC(NC(=O)c2ccco2)(C(=O)OC)C(F)(F)F)nc1C (configuration not stated)
 : 96	1
N#Cc1c(/N=C/c2ccco2)sc2c1CCC2
 : 87	-13
O=C(Cc1cccs1)Nc1nnc(CCc2ccccc2)s1
 : nt	7
CCC(=O)N1CCc2cc(S(=O)(=O)CCC(=O)Nc3ccc(C)c(F)c3)ccc21
 : 101	6
CC(=O)N1CCC2(CC1)C(C#N)=C(N)Oc1n[nH]c(CSc3ccc(C)cc3)c12
 : 95	4
CCCC1=NN2C(=N)/C(=C/c3ccc(OCc4ccccc4Cl)cc3)C(=O)N=C2S1
 : nt	0
O=C1CC(c2cccs2)Sc2nc3ccccc3n21 (configuration not stated)
 : 86	-6
COc1cccc(N(CC(=O)Nc2ccc3ccccc3c2)S(=O)(=O)c2ccccc2)c1
 : nt	-1
COC(=O)c1cc(Br)cc(NC(C)=O)c1
 : nt	-18
Cc1cccc(NC(=O)c2cc(-c3ccc(Br)cc3)nc3ccccc23)n1
 : nt	10
CCNC(=O)NC(=O)CSc1ccc(NC(C)=O)cc1
 : 136	10
CC(Oc1ccccc1)C(=O)Nc1cc([N+](=O)[O-])ccc1Cl (configuration not stated)
 : nt	6
COc1cccc(NC(=O)Cn2c(=O)n(CCCC(=O)NCc3ccco3)c(=O)c3ccccc32)c1
 : 92	1
Cc1cccc(N2C(=O)c3ccc(NC(=O)C(c4ccccc4)c4ccccc4)cc3C2=O)c1C
 : nt	-25
COc1ccc(NC(=O)CSc2nnc(Cc3ccccc3)o2)c(OC)c1
 : 142	8
c1ccc(-c2nnc3sc(-c4ccncc4)nn23)cc1
 : 84	0
O=C(C1CCN(S(=O)(=O)c2cccc3cccnc23)CC1)N1CCN(c2ccccc2)CC1
 : 93	3
Cc1cc(=O)[nH]c(SCC(=O)Nc2nc(-c3ccccc3)cs2)n1
 : 105	4
O=C(c1cccc(Cl)c1)N1CCCC(C(=O)N2CCCCCC2)C1 (configuration not stated)
 : 74	6
Cc1cc2ccccc2c(=O)[nH]1
 : 90	-3
COc1ccc(S(=O)(=O)N2CCC(C(=O)N3CCc4ccccc4C3)CC2)cc1
 : 115	10
Cc1cc(S(=O)(=O)NCC(=O)O)ccc1F
 : 119	6
O=C1C2ON(c3ccc(Br)cc3)C(c3cccnc3)C2C(=O)N1C1CCCCC1 (configuration not stated)
 : 86	nt
CCCCOc1ccc(C(C)NC(=O)C2CCCN(S(=O)(=O)CC)C2)cc1 (configuration not stated)
 : 100	6

# Gathered by group: those above containing a CF3 group
# Values run as follows: BAP1 block	HePTP inh
Cc1[nH]n(-c2ccccc2)c(=O)c1C(=O)C(F)(F)F
 : nt	3
Cc1ccc(-c2nn3c(=O)cc(N4CCN(c5ccc(C(F)(F)F)cc5[N+](=O)[O-])CC4)nc3s2)cc1
 : nt	0
CCOC(=O)c1sc(NC(NC(=O)c2ccco2)(C(=O)OC)C(F)(F)F)nc1C (configuration not stated)
 : 96	1

# The listing picks up, starting two compounds before the break.
# Values run as follows: BAP1 block	HePTP inh
O=C1C2ON(c3ccc(Br)cc3)C(c3cccnc3)C2C(=O)N1C1CCCCC1 (configuration not stated)
 : 86	nt
CCCCOc1ccc(C(C)NC(=O)C2CCCN(S(=O)(=O)CC)C2)cc1 (configuration not stated)
 : 100	6
CC(NC(=O)C12CC3CC(CC(C3)C1)C2)C(=O)NCCN(C)C (configuration not stated)
 : 103	0
Cc1ccc(CN2CCN(C(=O)CC(C)C)CC2)cc1
 : 75	nt
CC1CCN(c2nc3c(c(=O)n(C)c(=O)n3C)n2Cc2cccc(F)c2)CC1
 : 139	nt
CCOC(=O)N1CCN(c2cc(N3CCC(C)CC3)c(F)cc2[N+](=O)[O-])CC1
 : nt	-6
Cn1cccc1C(=O)OCc1csc(-c2ccccc2)n1
 : 75	-10
COc1ccc(-c2cc(=O)n3[nH]c(-c4cccc(C)c4)cc3n2)cc1
 : nt	-6
Cc1ccc(-c2nc(CS(=O)CC(=O)NC3CCCC3)c(C)o2)cc1 (configuration not stated)
 : 99	11
CCOC(=O)c1cnc2cc(-c3ccc(Br)cc3)[nH]n2c1=O
 : nt	-13
CCOC(=O)C1=C2SCCN2C(=O)C(C#N)C1(C)C (configuration not stated)
 : nt	-1
COc1ccc(OC)c(C2=Nn3c(nnc3-c3ccco3)SC2)c1
 : 61	6
Cc1[nH]c2ccc3c(ncn3CCC#N)c2c1C
 : 172	6
O=S(=O)(Nc1ccc2c(c1)nc1n2CCN(Cc2ccccc2)C1)c1ccc(Cl)cc1
 : 80	4
CCn1cc(C(=O)O)c(=O)c2cnc(N3CCN(C(=O)Nc4ccccc4)CC3)nc21
 : 92	nt
O=C(c1cc([N+](=O)[O-])ccc1Cl)N1CCCc2ccccc21
 : 71	nt
Cc1ccc(C)c2[nH]c(=O)c(CN(CCCN(C)C)C(=O)NCc3ccccc3)cc12
 : 97	3
Cc1ccc(OC2=NS(=O)(=O)c3cc([N+](=O)[O-])ccc32)cc1
 : 119	nt
CCOc1ccc(NC(=O)c2cnc3scc(C)n3c2=O)cc1
 : 100	-1
CCOc1c(Br)cc(C(N)=O)cc1OC
 : nt	4
COc1ccc(Oc2c(C(F)(F)F)oc3c(CN(C)C)c(O)ccc3c2=O)cc1
 : nt	-9
O=C(NCCCNC(=O)c1ccc(CN2CCOCC2)cc1)c1ccc(CN2CCOCC2)cc1
 : nt	-6
Cc1ccc([N+](=O)[O-])cc1NC1OC(CO)C(O)C(O)C1O (configuration not stated)
 : 72	nt
COC(=O)C1=C(O)CSC1=Nc1cccc(C(F)(F)F)c1
 : 95	7
COc1ccc(-c2cc(C(=O)NN=Cc3c(O)ccc4ccccc34)[nH]n2)cc1
 : nt	18
O=C(Nc1ccccc1C(=O)O)c1ncn[nH]1
 : 104&82	1
O=[N+]([O-])c1ccc(/C=N/NS(=O)(=O)c2ccc(Cl)cc2)cc1
 : nt	3
O=C(Nc1ccc(NC(=O)c2ccc(Cl)cc2Cl)cc1)c1ccccc1F
 : nt	-8
CC(C)CC(=O)Nc1cc(C(=O)O)cc(C(=O)O)c1
 : nt	5
CCNC(=O)CP(=O)(c1ccccc1)c1ccccc1
 : 93	5&15
COc1ccc(NC(=O)CC2Nc3cc(C)c(C)cc3NC2=O)cc1 (configuration not stated)
 : nt	8
CCc1cccc(NC(=O)CC(c2ccccc2)c2ccccc2)c1
 : nt	6

# Other entries follow.
# Values run as follows: BAP1 block	HePTP inh
c1cncc(CN2CCN(Cc3ccc4ccccc4c3)CC2)c1
 : nt	-12
O=C(CSc1ccc2nnc(-c3ccccn3)n2n1)Nc1ccc2c(c1)OCO2
 : 104	2
CCOc1cc(OCC)cc(C(=O)Nc2ccc(N(CC)CC)cc2)c1
 : nt	4
Brc1ccc(OCCCCCn2ccnc2)cc1
 : nt	-22
Cc1cccc(-c2noc(Cc3ccccc3)n2)c1
 : 90	2
NC(=O)CN(c1ccc(F)cc1)S(=O)(=O)c1ccccc1
 : nt	-10
Cc1ccc(OCC(=O)NNC(=O)c2ccco2)c(C)c1
 : nt	-3

# Not a hit list, and some 0.83% of all compounds hit somewhere here.
